Screens deposited in PubChem BioAssay by Johns Hopkins Ion Channel Center.
ANO1 block: TMEM16A chloride channel inhibitors, primary screen, cell-based, HTS; Anoctamin-1 (Mus musculus), Q8BHY3; HEK293 TMEM16A/YFP iodide influx fluorescence, ionomycin; normalized B-score (activity score, 25-100; higher = stronger inhibition) at 10 µM; 310,000 tested, 1.2% active; AID 588511, 2011;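 active = ratio plate-corrected score three or more library SD toward inhibition, starting fluorescence score within five deviations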;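 also: score derived from kinetic fluorescence span divided by baseline fluorescence per well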
TRPC6 activator: mouse TRPC6 channel activators, primary screen, cell-based, HEK293, membrane potential dye. Short transient receptor potential channel 6 (Mus musculus), Q61143. HEK293-TRPC6 membrane potential dye fluorescence; hits give high values. 310,000 tested, 0.13% active. B-score at 10 µM;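 active = B-score of the integrated fluorescence ratio above library mean plus 3 SD, and starting fluorescence ratio within library mean plus 5 SD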;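 also: higher score means more depolarization so channel activation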
MrgX1 antag: antagonists of human MrgX1 receptor, primary screen, HEK293 cells, Fluo-4 calcium flux; 310,000 tested, 1.3% active; Mas-related G-protein coupled receptor member X1 (Homo sapiens), Q96LB2; AID 588676, 2011; B-score at 10 µM; BAM8-22 antagonism; hits give low values;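 active = calcium-response B-score plate-corrected more than 3 library SD below zero, starting fluorescence within 5 deviations, no agonist response on first addition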;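 also: peak minus trough fluorescence over baseline after final BAM8-22 challenge near maximal dose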
TRPC4 PAM: positive allosteric modulators of TRPC4, primary screen, cell-based, mouse TRPC4beta, HEK293 mu-opioid, Fluo-4 calcium; AID 2227, 2009; Short transient receptor potential channel 4 (Mus musculus), Q9QUQ5; B-score at 10 µM; 310,000 tested, 0.42% active; DAMGO EC20, Fluo-4 Ca2+ flux; hits give high values;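 active = B-score of calcium response area above 5 SD of library B-scores, with initial fluorescence ratio within 5 SD of library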;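 also: B-score of integrated fluorescence ratio over time as area under calcium response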
Target sequence (Q9QUQ5 whole entry, looked up): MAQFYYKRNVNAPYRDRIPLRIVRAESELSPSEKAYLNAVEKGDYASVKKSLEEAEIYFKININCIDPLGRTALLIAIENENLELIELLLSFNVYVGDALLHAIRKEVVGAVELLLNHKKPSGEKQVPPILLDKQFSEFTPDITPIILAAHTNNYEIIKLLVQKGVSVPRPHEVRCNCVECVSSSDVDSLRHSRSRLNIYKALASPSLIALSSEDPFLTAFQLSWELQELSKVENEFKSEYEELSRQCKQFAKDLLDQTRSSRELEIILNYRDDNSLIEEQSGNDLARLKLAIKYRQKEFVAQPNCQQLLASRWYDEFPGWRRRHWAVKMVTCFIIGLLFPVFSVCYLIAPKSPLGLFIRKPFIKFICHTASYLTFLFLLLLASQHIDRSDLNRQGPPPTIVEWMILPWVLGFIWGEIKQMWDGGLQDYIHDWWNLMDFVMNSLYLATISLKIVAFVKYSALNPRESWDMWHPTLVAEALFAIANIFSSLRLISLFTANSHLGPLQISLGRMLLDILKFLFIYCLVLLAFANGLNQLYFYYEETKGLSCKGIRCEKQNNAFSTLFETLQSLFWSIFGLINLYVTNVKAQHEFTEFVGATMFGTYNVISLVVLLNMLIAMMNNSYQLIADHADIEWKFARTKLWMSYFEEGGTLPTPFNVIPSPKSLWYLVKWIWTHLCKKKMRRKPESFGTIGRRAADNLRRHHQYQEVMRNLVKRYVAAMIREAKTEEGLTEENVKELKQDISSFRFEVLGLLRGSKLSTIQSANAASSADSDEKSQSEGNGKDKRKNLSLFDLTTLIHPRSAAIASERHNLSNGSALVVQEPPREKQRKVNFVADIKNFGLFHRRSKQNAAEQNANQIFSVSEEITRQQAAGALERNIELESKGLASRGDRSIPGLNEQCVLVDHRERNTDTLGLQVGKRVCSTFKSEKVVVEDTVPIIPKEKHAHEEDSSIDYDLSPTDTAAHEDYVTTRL
MrgX1 ag: agonists of human MrgX1 receptor, primary screen, HEK293 cells, Fluo-4 calcium flux | Fluo-4 calcium fluorescence, agonist mode; hits give high values | B-score at 10 µM | 310,000 tested, 0.44% active | AID 588627, 2011;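 active = calcium response B-score plate-corrected fluorescence ratio at least 3 library SD, with starting fluorescence B-score inside 5 SD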
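Test system: HEK293 cells stably expressing human MrgX1 receptor; Input: fifteen thousand cells per well; Dosing: compound delivered in addition one of three; Schedule: overnight seeding, then 1 h dark dye loading; Technique: Fluo-4 NW calcium fluorescence; Measure: B-scored fluorescence response ratio; Controls: positive and negative controls per plate.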
TRPC6 inh: mouse TRPC6 channel inhibitors, primary screen, cell-based, HEK293, membrane potential dye | Short transient receptor potential channel 6 (Mus musculus), Q61143 | ACh-evoked depolarization; hits give low values | B-score at 10 µM | 310,000 tested, 1.1% active | AID 2553, 2010;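 active = B-score under library mean minus 3 SD, initial fluorescence not abnormally high, positive integrated signal ratio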;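 also: B-score derived from integrated fluorescence ratio over the kinetic read; more negative B-score means stronger inhibition of depolarization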
RGS4 inh: RGS4 inhibitors, primary screen, cell-based, HEK293 M3R inducible RGS4, calcium flux | B-score at 10 µM | 310,000 tested, 0.45% active | AID 463165, 2010 | Regulator of G-protein signaling 4 (Homo sapiens), P49798 | Fluo-4 calcium flux; hits give high values; triggered by carbachol at its EC20;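 active = B-score, a plate-corrected calcium signal, over three deviations above library mean, with baseline fluorescence within five deviations of library mean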;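 also: RGS4 expression induced by doxycycline in cells with stable M3 receptor; B-score is computed from the integrated fluorescence ratio over baseline after carbachol; higher B-score means a larger calcium signal and so more RGS4 inhibition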
MrgX1 PAM: positive allosteric modulators of MrgX1, primary screen, HEK293 cells, Fluo-4 calcium flux | Mas-related G-protein coupled receptor member X1 (Homo sapiens), Q96LB2 | FDSS; hits give high values | B-score at 10 µM | 310,000 tested, 0.63% active;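 active = plate-corrected calcium response at least 3 library SD above typical, normal starting fluorescence, not activating the receptor alone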;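 also: compound read alongside a low EC10 to EC30 dose of BAM8-22 agonist; peak minus trough fluorescence over baseline measured at the second addition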
TRPC4 inh: inhibitors of mouse TRPC4 channel, primary screen, Fluo4 calcium, HEK293 TRPC4beta/mu-opioid cells. Short transient receptor potential channel 4 (Mus musculus), Q9QUQ5. DAMGO-evoked Fluo4 calcium flux; hits give low values. B-score at 10 µM. 300,000 tested, 0.39% active;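 active = B-score over 3 SD under the library average, no early fluorescence shift, positive overall ratio signal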
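System: stable TRPC4beta/mu-opioid receptor HEK293 cells; Dosing: single-point compound dosing; Measured by: Fluo4 Ca2+ flux fluorescence; Read-out basis: per-well B score of integrated baseline-normalized Fluo4 ratio.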
TRPC4 act: activators of mouse TRPC4 channel, primary screen, Fluo4 calcium, HEK293 TRPC4beta/mu-opioid cells; Fluo4 calcium fluorescence; hits give high values; B-score at 10 µM; 310,000 tested, 0.49% active;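 active = B-score above 5 SD of library B-scores, and initial fluorescence ratio not above library mean plus 5 SD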;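 also: positive B-score marks a calcium rise read as TRPC4 activation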
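Test system: HEK293 cells stably co-expressing mouse TRPC4beta and mu-opioid receptor | Schedule: Fluo4 dye loading 45 min at room temperature, 110 s recording | Measured by: Kinetic Fluo4 calcium fluorescence, 5 s baseline at 1 Hz | Evaluation: B score of integrated ratio | Controls: Buffer (low) and maximal DAMGO (high)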
TMEM16A act: TMEM16A chloride channel activators or potentiators, primary screen, cell-based, HTS. HEK293 TMEM16A/YFP-H148Q/I152L, iodide quench fluorescence; hits give low values. B-score at 10 µM. 340,000 tested, 0.3% active. AID 623877, 2012;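 active = fluorescence-ratio B-score plate-corrected deviation score at least 3 library SD below zero, with starting fluorescence score within 5 deviations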;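 also: channel opened by trigger with iodide after compound preincubation; score built on the fluorescence ratio of max minus min over baseline; more negative score means more quench and so TMEM16A activation or potentiation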
An asterisk follows results filed as active; i = inactive; nt = no result given.

Structure	ANO1 block	TRPC6 activator	MrgX1 antag	TRPC4 PAM	MrgX1 ag	TRPC6 inh	RGS4 inh	MrgX1 PAM	TRPC4 inh	TRPC4 act	TMEM16A act
Cc1ccc(-n2c(Cc3ccccc3)n[nH]c2=S)c(C)c1	i	i	i	i	i	i	i	i	i	i	i
CN1CCN(CC(=O)Nc2ccc(OC(F)(F)F)cc2)CC1	i	i	i	i	i	i	i	i	i	i	i
CCC(C)N1CCCCC1C(=O)Nc1c(C)cc(C)cc1C (configuration not stated)	i	i	i	i	i	i	i	i	i	i	i
Cc1ccc(C(=O)COC(=O)c2ccccc2N2C(=O)C3C4CCC(C4)C3C2=O)cc1C (configuration not stated)	i	i	i	i	i	i	i	i	i	i	i
COc1cccc(NC(=O)c2ccccc2-c2nc(-c3cccc(C)c3)no2)c1	i	nt	i	nt	i	nt	nt	i	nt	nt	i
COc1ccc(Nc2nc(NCC3CCCO3)c3ccccc3n2)c(OC)c1 (configuration not stated)	i	i	i	i	i	-9.8*	i	i	-6*	i	i
Cn1nnnc1SCC(=O)Nc1cccc([N+](=O)[O-])c1	i	i	i	i	i	i	i	i	i	i	i
O=C(NCc1cccc(Cl)c1)NCc1cccc(Cl)c1	i	i	i	i	i	i	i	i	i	i	i
CCOC(=O)c1ccc(NC(=O)CSc2nnc(COc3ccccc3OC)n2CC)cc1	i	i	i	i	i	i	i	i	i	i	i
Cc1ccc(S(=O)(=O)c2cc3ccc(O)cc3oc2=O)cc1C	i	i	i	i	i	i	i	i	i	i	i
Cc1nnc2sc(-c3ccc(NC(=O)c4ccc(-c5ccc(Cl)cc5Cl)o4)cc3)nn12	i	i	i	i	i	i	i	i	i	i	i
CC(CCc1ccccc1)NCC(O)COc1ccccc1 (configuration not stated)	i	i	i	i	i	i	i	i	i	i	i
CS(=O)(=O)N1CCN(C(=O)Cc2ccc(Br)cc2)CC1	i	i	i	i	i	i	i	i	i	i	i
COc1ccc(C2C(C(=O)c3sc(C)nc3C)=C(O)C(=O)N2CCCn2ccnc2)cc1 (configuration not stated)	i	i	i	i	i	i	i	i	i	i	i
COc1ccc(C2(C)NC(=O)N(CC(=O)NCc3ccccc3F)C2=O)cc1 (configuration not stated)	i	i	i	i	i	i	i	i	i	i	i
CS(=O)(=O)N(CC(=O)N1CCc2ccccc2C1)c1ccccc1F	i	i	i	i	i	i	i	i	i	i	i
COc1ccccc1C1C(C#N)=C(N)N(N(C)C)C2=C1C(=O)CC(C)(C)C2 (configuration not stated)	i	i	i	i	i	i	i	i	i	i	i
CCOc1ccccc1N1CCN(C(=O)c2ccc(-c3ccc(OC(C)=O)cc3)cc2)CC1	i	i	i	i	i	i	i	i	i	i	i
Cc1ccc2cc(CCNC(=O)c3ccc(S(=O)(=O)N4CCOCC4)cc3)c(=O)[nH]c2c1C	i	i	i	i	i	i	i	i	i	i	i
COc1ccccc1S(=O)(=O)Cc1ccc(C(=O)N2CCN(c3ccccc3)CC2)o1	i	i	i	i	i	i	i	i	i	i	i
O=C(NCCNc1ccc([N+](=O)[O-])cc1)c1ccccc1Br	i	i	i	i	i	i	i	i	i	i	i
CS(=O)(=O)N(CC(=O)NCCSCc1ccccc1Cl)c1ccc(F)cc1	i	i	i	i	i	i	i	i	i	i	i
Cc1cc(C)nc(-n2cc(C(=O)c3cc(F)ccc3O)cn2)n1	i	i	i	i	i	i	i	i	i	i	i
COc1ccc(/C=C2\SC(=O)N(CC(=O)NC3CCS(=O)(=O)C3)C2=O)cc1 (configuration not stated)	i	i	i	i	i	i	i	i	i	i	i
COc1cccc(CNC(=O)CCC2CCCN(C(=O)c3cc(C4CC4)[nH]n3)C2)c1 (configuration not stated)	i	i	i	i	i	i	i	i	i	i	i
Cn1cc(S(=O)(=O)c2ccccc2)c(=O)c2cc(F)c(N3CCOCC3)cc21	i	i	i	i	i	i	i	i	i	i	i
CC1CC(C)CN(C(=O)CNS(=O)(=O)c2ccc(Br)s2)C1 (configuration not stated)	i	i	i	i	i	i	i	i	i	i	i
CC(=O)n1cc([C@H]2C=C(C(=O)N3CCN(Cc4ccc5c(c4)OCO5)CC3)O[C@@H](OCCCCO)C2)c2ccccc21	i	i	i	i	i	i	i	i	i	i	i
CNC(=S)N(Cc1ccc(OC)cc1)C1CC(=O)N(c2ccc(OC)cc2)C1=O (configuration not stated)	i	i	i	i	i	i	i	i	i	i	i
CCCCOc1ccc(C(C)NC(=O)CCS(=O)(=O)Cc2ccc(Cl)cc2)cc1 (configuration not stated)	i	i	i	i	i	i	i	i	i	i	i
O=C(N/N=C/c1ccccn1)c1cccc(S(=O)(=O)N2CCCC2)c1	i	i	i	i	i	i	i	i	i	i	i
C=CCn1c(SCC(=O)Nc2cc(C)on2)nnc1C1COc2ccccc2O1 (configuration not stated)	i	i	-6.1*	i	i	i	i	i	i	i	i
CCOc1nc(Nc2ccc(OC)cc2)nc(OCC)n1	i	i	i	i	i	i	i	i	i	i	i
CCn1c(-c2ccccc2)c(C(=O)CCl)c2ccccc21	i	i	i	i	i	i	i	i	i	i	i
CC(C)n1c2ccccc2c2cc([N+](=O)[O-])ccc21	i	i	i	i	i	i	i	i	i	i	i
O=C(Cn1nc(C(F)(F)F)c2c1CCC2)NC1CCCCC1	i	i	i	i	i	i	i	i	i	i	i
CCOc1ccc(NC(=O)c2cc3c(=O)n(C)c4ccccc4c3n2C)cc1	i	i	i	i	i	i	i	i	i	i	i
CCCN1C(=O)C2C(C(=O)Nc3cccc(OC)c3)C3C=CC2(O3)C1C(=O)NC1CCCCC1 (configuration not stated)	i	i	i	i	i	i	i	i	i	i	i
CCOC(=O)c1ccccc1NC(=O)Cc1sc(-c2cccnc2)nc1-c1ccc(C)cc1	i	i	i	i	i	i	i	i	i	i	nt
CCOC(=O)C1=C(N)N(c2ccccc2)C(=O)C1	i	i	i	i	i	i	i	i	i	i	i
COc1ccc(-c2[nH]ncc2CN(C)Cc2cccnc2)c(OC)c1	i	i	i	i	i	i	i	i	i	i	i
CN1C(=O)CC(N2CCN(c3ccc(Cl)cc3)CC2)C1=O (configuration not stated)	i	i	i	i	i	i	i	i	i	i	i
CCS(=O)(=O)N1CCN(c2ccccc2)CC1	i	i	i	i	i	i	i	i	i	i	i
COCCCn1c(SCC(=O)Nc2cccc(C(=O)OC)c2)nnc1-c1ccncc1	i	i	i	i	i	i	i	i	i	i	i
O=C(Nc1ccc(Oc2cccc(C(F)(F)F)c2)nc1)c1ccco1	i	i	i	i	i	i	i	i	i	i	i
CCOC(=O)c1[nH]c(C)c(C(=O)Nc2ccc3c(c2)OCCO3)c1C	25*	i	i	i	i	i	i	i	i	i	i
CC(C)OC(=O)CSc1ncnc2c1cnn2-c1ccccc1	i	i	i	i	i	i	i	i	i	i	i
Cc1ccc(SCc2cn3cc(Cl)ccc3n2)cc1	i	i	i	i	i	i	i	i	i	i	i
Cc1n[nH]c(=O)c2c(NC(=O)CSc3nn(-c4ccc(F)cc4)c(=S)s3)oc(C)c12	i	i	i	i	i	i	i	i	i	i	i
c1ccc(C2Nc3ccccc3Oc3ccccc32)cc1 (configuration not stated)	i	i	i	i	i	i	i	i	i	i	i

Additional structures:
Structure	ANO1 block	TRPC6 activator	MrgX1 antag	TRPC4 PAM	MrgX1 ag	TRPC6 inh	RGS4 inh	MrgX1 PAM	TRPC4 inh	TRPC4 act	TMEM16A act
O=S(=O)(c1ccccc1)n1cc(-c2ccccn2)c(N2CCOCC2)n1	i	i	i	i	i	i	i	i	i	i	i
Cc1ccc(C(=O)N2CCC(C(=O)NC3CCCC3)CC2)cc1	i	i	i	i	i	i	i	i	i	i	i
CCN(CC)S(=O)(=O)c1ccc(NCc2ccccn2)nc1	i	i	i	i	i	i	i	i	i	i	i
COc1ccc(NC(=S)N(CCCOC(C)C)C2CCN(C(C)=O)CC2)cc1Cl	i	i	i	i	i	i	i	i	i	i	i
COc1ccc(/C=N/OCC(=O)N(Cc2ccc(OC)cc2)c2ccccc2C(=O)O)cc1	i	i	i	i	i	i	i	i	i	i	i
Cc1nc(S(=O)(=O)N(C)Cc2ccccc2)c(C#N)c(C)c1Cl	i	i	i	i	i	i	i	i	i	i	i
Cc1ccc(OCCNC(=O)CNC(=O)c2ccc(C)cc2)cc1	i	i	i	i	i	i	i	i	i	i	i
COc1ccc(CNCCC(c2ccc(OC)cc2)c2ccccc2OC)cc1 (configuration not stated)	i	i	i	i	i	i	i	i	i	i	i
Cc1cccc(CN(C)CCc2ccccn2)c1	i	i	i	i	i	i	i	i	i	i	i
COc1cc(C(=O)NCc2ccccc2)cc(Br)c1OC	i	i	i	i	i	i	i	i	i	i	i
N#Cc1ccc(C(=O)Nc2cc(C3CC3)nn2-c2ccccc2)cc1	i	nt	i	nt	i	nt	nt	i	nt	nt	i
COc1ccc(C2C(C(=O)c3sc(C)nc3C)=C(O)C(=O)N2CCN2CCOCC2)cc1 (configuration not stated)	nt	i	nt	i	nt	i	i	nt	i	i	i
Cc1c(-c2nn(C)c(=O)c3ccccc23)oc2ccc(F)cc2c1=O	i	i	i	i	i	i	i	i	i	i	i
